UDG counter: UDG inhibition counter-screen | AID 1347430 | FRET deamination/UDG coupled assay, UDG read, 4 h | 0.14% of 91,000 active | Potency, µM (top dose mostly 115 µM), inactives show top-dose activity change, negative = inhibition, most hits filed as inhibitors; note: nearly all actives have a fitted effect of over 65% in size
AID inh: inhibitors of human activation induced cytidine deaminase. AID 1347428. 0.32% of 91,000 active. Q9GZX7. AID deamination FRET fluorescence, UDG-coupled, 4 h. Potency, µM (highest dose often 115 µM), for the others: at the top dose activity change, negative = inhibition, actives largely listed as inhibitors; note: nearly all actives have a fitted effect of over 25% in size
Target sequence (Q9GZX7 whole entry, looked up): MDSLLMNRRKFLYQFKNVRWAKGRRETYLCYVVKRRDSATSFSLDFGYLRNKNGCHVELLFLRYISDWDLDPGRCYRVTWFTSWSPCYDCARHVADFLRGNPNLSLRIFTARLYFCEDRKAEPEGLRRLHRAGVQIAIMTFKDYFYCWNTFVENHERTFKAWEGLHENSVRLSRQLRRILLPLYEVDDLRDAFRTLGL
Numbers without * were called inactive; ? = inconclusive; [ ] = dose if it differs, or a comment. Calls come from the whole dose curve; as a rule, active = well fitted curve in the direction sought with a large enough effect; inconclusive = small, poorly fitted or top-dose-only effect, or another doubt; inactive = no such curve, though single readings can be large; an effect the other way counts as inactive or inconclusive. % is set by controls: 0 for no effect and ±100 for the full control effect; potency is the fitted concentration of half-maximal effect.

| cpd | compound | UDG counter | AID inh |
| --- | --- | --- | --- |
| 1 | CC(C)(C)OC(=O)N1CCC(c2c(C(=O)N3CCCCC3)cnn2-c2cccc(F)c2)CC1 | -4% | -7% |
| 2 | COc1ccc(N(Cc2cccs2)C(=O)COc2cccc(Cl)c2)cc1 | -22% | ? |
| 3 | COc1cc(NC(=O)Cn2nc(C(F)(F)F)c3c2CCC3)cc(OC)c1OC | -12% | 0% |
| 4 | CCS(=O)(=O)N1CCc2cc(C(=O)CSc3ccc(Cl)cc3)ccc21 | -9% | -10% |
| 5 | COc1ccc(N2C(=O)CCS2(=O)=O)cc1S(=O)(=O)N1CCCc2ccccc21 | 3% | -6% |
| 6 | CNC(=O)c1sc(Nc2cc(C)ccc2C)nc1C | 0% | 6% |
| 7 | COc1cc(C)ccc1OCCSc1nnc(-c2ccc(C)cc2)o1 | -3% | -26% |
| 8 | CCOc1ccc(-c2csc(-c3nc(-c4ccc(Br)s4)cs3)n2)cc1 | 15% | 26% |
| 9 | COc1cc(NC(=O)CN2Cc3ccccc3C2=O)cc(OC)c1OC | 11% | 45%[activator] |
| 10 | Cc1ccc(NC(=O)c2cnc(NCc3ccc4c(c3)OCO4)nc2C)cc1C | 7% | 7% |
| 11 | COc1ccccc1OCc1ccc(C(=O)Nc2ccc(C)c(C)c2)o1 | -12% | -2% |
| 12 | COc1ccc(C2=C(C)CC(c3ccccc3)NC2=O)cc1OC (stereo not drawn) | 9% | 2% |
| 13 | Cc1ccccc1-c1noc(-c2nnn(-c3ccccc3C)c2N)n1 | 5% | -6% |
| 14 | CC1CCC(NC(=O)c2ccc3c(c2)N(Cc2cccc(F)c2)C(=O)c2ccccc2S3)CC1 (stereo not drawn) | -20%[57.5 µM] | -9% |
| 15 | COc1ccc(N2CCN(S(=O)(=O)c3ccc(-c4cnc(C5CC5)o4)cc3)CC2)cc1 | -1% | -6% |
| 16 | COc1ccc(-c2noc(-c3ccc(N4CCCCC4C)c([N+](=O)[O-])c3)n2)cc1OC (stereo not drawn) | 5% | 13% |
| 17 | COc1cnc(CSc2nc(C)cc(C)n2)cc1OCC(=O)N1CCc2ccccc21 | 0% | -15% |
| 18 | COc1ccc(/C=C(/C#N)C(=O)Nc2ccc(C34CC5CC(CC(C5)C3)C4)cc2)cc1 | -13% | 7% |
| 19 | Cc1ccccc1CSc1ncc(Cl)c(C(=O)NCc2ccccc2)n1 | 20% | 5% |
| 20 | CCOC(=O)c1cc2cccc(OC)c2o1 | 2% | -3% |

(continued)
| cpd | compound | UDG counter | AID inh |
| --- | --- | --- | --- |
| 21 | CCOC(=O)Cc1c(C)nc2cc(-c3ccc(C(C)(C)C)cc3)nn2c1C | 2% | 7% |
| 22 | CCCC(=O)Nc1ccc(CNCc2ccc(Br)cc2)cc1 | -3% | -2% |
| 23 | COc1cccc(NC(=O)CCc2c(C)nc3c4cccnc4nn3c2C)c1 | ? | 7% |
| 24 | O=C(NC1CCCCC1)c1ccc(CSc2nc3ccncc3n2Cc2ccccc2)cc1 | 4% | 1% |
| 25 | C=CCNc1nc(-c2c(C(=O)OCC)c(C)n(CC)c2C)cs1 | 5% | 4% |
| 26 | COc1ccccc1NC(=O)Cn1ccc2cc(Cl)ccc21 | 3% | -3% |
| 27 | Brc1ccc(/C=N/Nc2nc3ccccc3c3ccccc23)cc1 | 10% | -13% |
| 28 | CCCc1ccc(OC(C)C(=O)Nc2sc3c(c2C(=O)OC)CCCCC3)cc1 (stereo not drawn) | -7% | -8% |
| 29 | O=C(CC1N=C2c3ccccc3N=C(SCc3ccc(Cl)cc3)N2C1=O)NCc1cccs1 (stereo not drawn) | 0% | 7% |
| 30 | COc1ccc(-n2cc(C(=O)NCc3cccc(OC)c3)c3ccccc3c2=O)cc1 | 5% | 5% |
| 31 | O=C(NCCOc1ccccc1F)c1n[nH]c(=O)c2ccccc12 | 2% | 3% |
| 32 | Cc1ccccc1CNC(=O)c1ccc(CSc2nc3cccnc3n2Cc2ccccc2)cc1 | -10% | -3% |
| 33 | O=C(CN1CCN(C(=O)c2cc(-c3ccccc3Cl)n[nH]2)CC1)N1CCCCC1 | -2% | -1% |
| 34 | Cc1ccsc1/C=C/C(=O)c1ccc(C2CCCCC2)cc1 | -10% | -7% |
| 35 | CC(CCC(=O)O)(NC(=O)Cc1ccccc1)C(=O)O (stereo not drawn) | -3% | -1% |
| 36 | O=C(NC1CCCc2ccccc21)c1cc(Sc2cccc(Cl)c2)nc2ccccc12 (stereo not drawn) | 2% | 1% |
| 37 | COc1cc(C2CC(=O)N(c3ccccc3)C3=C2C(=O)OC3)cc(OC)c1OC (stereo not drawn) | -19% | -5% |
| 38 | CCOC(=O)C1CCCN(CCOc2cccc(C(F)(F)F)c2)C1 (stereo not drawn) | -2% | -3% |
| 39 | COc1ccc(C(=O)Nc2cccc(OCc3cc(=O)n4c5c(sc4n3)CCCC5)c2)cc1 | -1% | 11% |
| 40 | O=C(Nc1cccc(C(=O)OCc2cc(=O)n3c4c(sc3n2)CCCC4)c1)c1ccc(Cl)cc1 | -8% | ? |

New compounds follow.
| cpd | compound | UDG counter | AID inh |
| --- | --- | --- | --- |
| 41 | O=C(Cn1cc(Br)c(=O)[nH]c1=O)N1CCSCC1 | 4% | 6% |
| 42 | COCCCNC(=O)c1oc2c(c1C)-c1nn(Cc3ccccc3Cl)cc1CC2 | -26%[57.5 µM] | ? |
| 43 | COC(=O)c1ccccc1NC(=O)CN(c1cccc(C)c1C)S(C)(=O)=O | 2% | -1% |
| 44 | CC(C)(C)c1ccc(C(=O)Nc2cc(-c3ccccc3)nn2-c2ccccc2)cc1 | ? | 2% |
| 45 | COc1ccc(Cl)cc1-c1nc(SC(C)C(=O)NC2CCCCC2)n[nH]1 (stereo not drawn) | -2% | 0% |
| 46 | Cc1c(Cl)cccc1NC(=O)CC(c1ccc(F)cc1)N1Cc2ccccc2C1=O (stereo not drawn) | -1%[57.5 µM] | 9% |
| 47 | CCC1CCCN(C(=O)Cn2cc(Br)c(=O)[nH]c2=O)C1 (stereo not drawn) | 5% | -4% |
| 48 | Cc1ccc(-c2nc(CCNS(=O)(=O)c3cc(C)ccc3C)cs2)cc1 | 4% | -12% |
| 49 | Cc1cc(=O)[nH]c2nnc(SCc3ccc(Cl)cc3)n12 | 0% | 6% |
| 50 | CC(=O)Nc1ccc2oc(-c3cncc(Br)c3)nc2c1 | -3% | 33%[activator] |
| 51 | Cc1ccc2c(CN3CCN(C)CC3)cc(=O)oc2c1C | 0% | -4% |
| 52 | Cc1nc2sc3c(c2c(-c2ccccc2)c1C(N)=O)CCCC3 | -11% | -11% |
| 53 | CCOc1ccccc1NC(=O)c1nn(-c2ccc(OC)cc2)c(=O)c2c1c1ccccc1n2C | -6% | 11% |
| 54 | CCCCC12CN3CC(C)(CN(C1)C3c1ccc(OCc3ccccc3)cc1)C2=O (stereo not drawn) | -6% | -9% |
| 55 | CCOc1ccc(NC(=O)c2cc(S(=O)(=O)NC3CCCC3)ccc2F)cc1 | -8% | 5% |
| 56 | CC(=O)Nc1ccc(NC(=O)CCSCCc2ccccn2)cc1 | 4% | 5% |
| 57 | COc1ccc(C(=O)NC(CC(=O)O)c2ccc(C(C)(C)C)cc2)cc1 (stereo not drawn) | 15% | -1% |
| 58 | O=C(c1nc(-c2cccnc2)no1)N1CCN(c2ccc(Cl)c(Cl)c2)CC1 | -11% | -18% |
| 59 | O=C(OCC(F)(F)C(F)F)c1cccnc1 | 9% | 8% |
| 60 | Cc1ccc(N(Cc2cc3ccccc3[nH]c2=O)C(=O)c2cccc(Cl)c2)cc1 | -5% | 13% |

The list continues.
| cpd | compound | UDG counter | AID inh |
| --- | --- | --- | --- |
| 61 | CCOC(=O)c1sc2nc(C)n(CC(=O)Nc3cccc(Cl)c3)c(=O)c2c1C | -11% | 10% |
| 62 | Cc1ccc(C2c3[nH]c4ccccc4c3CCN2C(=O)Nc2ccc(C)c(C)c2)cc1 (stereo not drawn) | -14% | -24% |
| 63 | CC(C)c1nnc(NC(=O)c2cc(=O)[nH]c3ccccc23)s1 | -5% | 2% |
| 64 | O=C(Cn1c(=O)c2c(ncn2C2CCCC2)n(Cc2ccccc2)c1=O)N1CCNC1=O | -11% | -17% |
| 65 | Cn1cccc1-c1cc2n(n1)CCC(=O)N2CC(=O)Nc1ccc(F)cc1Cl | 8% | 3% |
| 66 | O=C(NCc1cccs1)c1cc(-c2cccnc2)nc2ccccc12 | -4% | -3% |
| 67 | CC1=NN(C(=O)CSCc2ccccc2Cl)C(O)(C(F)(F)F)C1 (stereo not drawn) | 37%[activator] | -2% |
| 68 | CC1CCN(c2nc3c(-c4cccc(Br)c4)nnn3c3ccccc23)CC1 | -2% | 0% |
| 69 | Cc1ccc(NC(=O)CC(O)(c2nccn2C)C(F)(F)F)cc1C (stereo not drawn) | -22% | -18% |
| 70 | Cc1cccc(NC(=O)Cn2nnc(-c3nc(-c4ccncc4)no3)c2N)c1 | 0% | -5% |
| 71 | O=C(CCC(=O)c1ccc(Cl)cc1)OCC(=O)c1ccc(OCc2ccccc2)cc1 | -5% | 37%[activator] |
| 72 | Cc1ccc(N2CCN(C(=O)c3c(C)oc4ncn(C)c(=O)c34)CC2)c(C)c1 | -6% | 12% |
| 73 | Cc1ccc2c(c1)cc1c(=O)n(Cc3cccc(Cl)c3)nc(C)n12 | 3% | 6% |
| 74 | Cc1ccc(-c2cc(C(=O)O)c3ccc(C)c(C)c3n2)cc1 | -3% | -5% |
| 75 | CCCNc1nc(NCc2ccccc2OC)c2cnn(C)c2n1 | -8% | -10% |
| 76 | Cc1ccc(C(=O)CCN2CCCCCC2)cc1 | 9% | 5% |
| 77 | Cc1cc(C)c(NC(=O)COC(=O)c2cccc(C)c2O)c(Cl)c1 | 5% | 4% |
| 78 | COc1ccc(Cl)cc1C(=O)NCCS(=O)(=O)N1CCN(c2ccccc2OC)CC1 | -7% | ? |
| 79 | CCOc1ccccc1NC(=O)CSC1=Nc2ccccc2C2=NC(CC(=O)NC3CCCCC3)C(=O)N12 (stereo not drawn) | 4% | ? |
| 80 | COc1cccc(-c2nnc3sc(NC(=O)C(C)C)nn23)c1 | -10% | -9% |

In a second layout: two of the compounds above
#79 CCOc1ccccc1NC(=O)CSC1=Nc2ccccc2C2=NC(CC(=O)NC3CCCCC3)C(=O)N12 (stereo not drawn)
  UDG counter: 4%	AID inh: ?
#80 COc1cccc(-c2nnc3sc(NC(=O)C(C)C)nn23)c1
  UDG counter: -10%	AID inh: -9%

More entries follow.
| cpd | compound | UDG counter | AID inh |
| --- | --- | --- | --- |
| 81 | N#Cc1nc(-c2cccc3ccccc23)oc1NCc1ccc(F)cc1 | -12% | -16% |
| 82 | Cc1ccc(Cl)cc1N1CCN(Cc2nnc(-c3ccc4c(c3)OCO4)o2)CC1 | -18% | ? |
| 83 | O=C(NCc1ccco1)c1c[nH]c2ccc(S(=O)(=O)Nc3ccc(F)cc3F)cc2c1=O | -11%[57.5 µM] | 3% |
| 84 | Cc1ccc(C(CC(=O)Nc2cc(C)cc(C)c2)N2Cc3ccccc3C2=O)cc1 (stereo not drawn) | -15% | ? |
| 85 | COc1cc(CNC(=O)c2cc(C3CC3)nc3onc(C)c23)ccc1OC(F)F | -9% | -2% |
| 86 | O=C(NCC1CC1)C1CC1c1ccncc1 (stereo not drawn) | -10% | -7% |
| 87 | O=C(COc1ccccc1F)Nc1ccc(OCc2cc(=O)n3ccccc3n2)cc1 | 3% | 4% |

Structures from the list above with bromine, in the order listed:
| cpd | compound | UDG counter | AID inh |
| --- | --- | --- | --- |
| 8 | CCOc1ccc(-c2csc(-c3nc(-c4ccc(Br)s4)cs3)n2)cc1 | 15% | 26% |
| 22 | CCCC(=O)Nc1ccc(CNCc2ccc(Br)cc2)cc1 | -3% | -2% |
| 27 | Brc1ccc(/C=N/Nc2nc3ccccc3c3ccccc23)cc1 | 10% | -13% |
| 41 | O=C(Cn1cc(Br)c(=O)[nH]c1=O)N1CCSCC1 | 4% | 6% |
| 47 | CCC1CCCN(C(=O)Cn2cc(Br)c(=O)[nH]c2=O)C1 (stereo not drawn) | 5% | -4% |
| 50 | CC(=O)Nc1ccc2oc(-c3cncc(Br)c3)nc2c1 | -3% | 33%[activator] |
| 68 | CC1CCN(c2nc3c(-c4cccc(Br)c4)nnn3c3ccccc23)CC1 | -2% | 0% |

A portion of the library; count on the stated rates, not on these rows.
